Bioassay records from PubChem BioAssay.
CCR6 antag – blocks CCL20-driven beta-arrestin recruitment at human CCR6. P51684. CHO-K1 CCR6 PathHunter beta-arrestin, luminescence, CCL20-stimulated. inhibition, % at 20 µM. 340,000 tested, 0.49% active. AID 493098;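 active = compounds whose inhibition of the agonist-driven luminescence signal at 20 µM reaches about 50%, limit read from the data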;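 note: cells stimulated with CCL20 at 14 nM final; plate controls were DMSO with CCL20 for no effect and DMSO without agonist for full effect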
Target sequence (P51684 whole entry, looked up): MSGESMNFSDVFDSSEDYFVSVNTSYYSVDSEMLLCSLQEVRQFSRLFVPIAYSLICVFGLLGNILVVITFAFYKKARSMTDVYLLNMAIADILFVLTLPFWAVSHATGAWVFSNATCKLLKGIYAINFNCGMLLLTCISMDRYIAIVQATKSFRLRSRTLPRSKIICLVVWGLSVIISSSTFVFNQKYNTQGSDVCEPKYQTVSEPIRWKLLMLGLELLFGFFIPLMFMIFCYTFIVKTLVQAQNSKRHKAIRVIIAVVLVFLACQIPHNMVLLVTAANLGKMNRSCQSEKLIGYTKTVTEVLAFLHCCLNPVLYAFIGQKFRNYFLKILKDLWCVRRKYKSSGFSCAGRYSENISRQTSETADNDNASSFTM
ATG4B inh – ATG4B (human) cysteine protease inhibition. Q9Y4P1. 340,000 tested, 0.51% active. AID 504462. ATG4B cleavage of LC3-PLA2, NBD-HPC fluorescence, 1 h. inhibition, % at 8.33 µM; in the data active = inhibition above about 40%
CXCR6 block – CXCR6 (human) receptor inhibition | CHO-K1 PathHunter CXCR6 beta-arrestin, luminescence | inhibition, % at 20 µM | 360,000 tested, 0.36% active | AID 602244; in the data active = inhibition above about 34%, passing the limit was not always enough;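 note: antagonist mode with CXCL16 agonist at 10 nM final; 0% = 10 nM CXCL16 with DMSO and 100% = unstimulated wells without agonist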
UBC13 polyUb – human UBC13 polyubiquitination inhibition; P61088; UBC13 polyubiquitin chain formation, TR-FRET; inhibition, % at 20 µM; 330,000 tested, 0.47% active; AID 485273; in the data active = inhibition above about 45%, passing the limit was not always enough
Target sequence (P61088 whole entry, looked up): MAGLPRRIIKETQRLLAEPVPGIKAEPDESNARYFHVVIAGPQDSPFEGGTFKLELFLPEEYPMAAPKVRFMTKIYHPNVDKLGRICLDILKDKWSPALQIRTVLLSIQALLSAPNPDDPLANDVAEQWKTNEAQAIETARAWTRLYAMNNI
Gli-Sufu antag – blocks Gli-Sufu signaling in a luciferase reporter; inhibition, % at 5 µM; Sufu-KO-LIGHT fibroblasts, Gli luciferase reporter luminescence; 340,000 tested, 0.74% active;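 active = inhibition above about 55%, limit read from the data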;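 note: 0% = DMSO-treated cells and 100% = wells with medium but no cells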
EBI2 antag – antagonists of human EBI2 receptor; P32249; EBI2 beta-arrestin recruitment, luminescence, 7a,25-OHC stimulated; inhibition, % at 5 µM; 360,000 tested, 0.81% active; in the data active = inhibition above about 38%;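 note: enzyme fragment complementation signal reports receptor beta-arrestin coupling in cells; 0% = agonist plus DMSO wells and 100% = wells without agonist; some results beyond the cut were filed as inactive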
Target sequence (P32249 whole entry, looked up, the tested form may be a part): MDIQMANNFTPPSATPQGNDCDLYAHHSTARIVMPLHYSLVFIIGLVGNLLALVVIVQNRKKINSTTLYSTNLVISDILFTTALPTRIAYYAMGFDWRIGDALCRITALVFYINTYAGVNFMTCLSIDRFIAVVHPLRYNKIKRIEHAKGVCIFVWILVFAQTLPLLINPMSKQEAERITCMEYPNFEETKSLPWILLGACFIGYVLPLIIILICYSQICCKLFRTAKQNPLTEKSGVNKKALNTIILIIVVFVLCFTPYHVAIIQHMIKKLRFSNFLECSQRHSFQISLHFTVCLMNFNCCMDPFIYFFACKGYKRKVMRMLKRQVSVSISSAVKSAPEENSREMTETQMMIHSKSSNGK
APJ antagonist – antagonists of human APJ apelin receptor; P35414; CHO-K1 APJ beta-arrestin complementation, luminescence; inhibition, % at 20 µM; 330,000 tested, 0.32% active; AID 2521;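 active = inhibition above about 40% at 20 µM, limit read from the data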;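 note: cells challenged with 10 nM apelin-13 agonist together with compound; plate controls were apelin-13 plus DMSO wells for no effect and DMSO wells lacking apelin-13 for full effect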
APJ agonist – activates the human apelin receptor APJ; P35414; CHO-K1 APJ PathHunter beta-arrestin, luminescence; 0% DMSO wells, 100% apelin; activation, % at 20 µM; 330,000 tested, 0.11% active;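 active = activation more than six SD over the plate average, tested at 20 µM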;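 note: 0% = DMSO alone and 100% = apelin-13 at 10 nM; some results filed as inactive read as strong as hits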
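Assay system: CHO-K1 cells stably expressing ProLink-tagged human APJ and arrestin–beta-gal acceptor. Compound dosing: 20 µM single point, 1% DMSO. Times: 16-18 h seeding, 90 min dark compound exposure, 60 min detection. Detection: beta-gal luminescence. Evaluation: APJ–arrestin association signal. Controls: negative DMSO alone, positive Apelin-13 at 10 nM.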
The depositor's hits bear a star; . = no result given; & = joins results of further samples. Outcome played no part in choosing rows; about 3% have a hit in one of these screens.

Values run as follows: CCR6 antag, ATG4B inh, CXCR6 block, UBC13 polyUb, Gli-Sufu antag, EBI2 antag, APJ antagonist, APJ agonist
C/C(=N\NC(=O)c1cc(O)ccc1O)c1cccc(NC(=O)c2cccc(Cl)c2)c1
    -1, -10, -7, -17, 2, -16, -77, 17
CCOc1ccc(CNC(=O)CCSCc2ccccc2F)cc1OC
    6, 1, 12, 4, 4, -10, 3, -1
COC(=O)[C@H](C)NC(=O)NC1CCCc2ccccc21 (stereo partly specified)
    -9, 8, -1, -9, 0, -4, -20, 1
COc1ccc(OCc2nnc(SCC(N)=O)n2N)cc1
    -11, -9, -1, 3, 1, -2, 19, -3
O=CN(Cc1ccco1)C1(C(=O)NC2CCCCC2)CCCCC1
    12, -3, 9, 2, -3, -5, 0, -3
COc1cc(C(C2C(=O)CC(C)(C)CC2=O)C2C(=O)CC(C)(C)CC2=O)ccc1OC(C)=O
    5, -9, -1, -2, 1, -9, 17, -2
CC1CCCN(C(=O)C(C)Nc2cc(Cl)ccc2N2CCOCC2)C1 (stereo unspecified)
    -1, -5, -1, -2, 14, -3, -8, 3
CC(=O)Nc1nc(-c2ccccc2)nc(C)c1C(C)=O
    2, -7, 1, 12, 7, -3, 8, -1
CC(C)(C)c1nnc(N/N=C/c2cc(Br)ccc2O)n(N)c1=O
    -17, 18, -20, ., 55, 20, ., .
Cc1ccc(S(=O)(=O)N2C[C@@H]3CCCC[C@@H]3[C@@H](C)[C@H]2c2cn(Cc3ccccc3)c3ccccc23)cc1
    22, -4, 4, ., 88*, 8, ., .
O=C(c1cccc(C(=O)N2CCC(O)(c3ccccc3)CC2)c1)N1CCC(O)(c2ccccc2)CC1
    1, -14, -2, 6, 5, -9, -10, -3
C/C(=N\NC(=O)c1cccc(O)c1)c1cccc(NC(=O)c2ccc(F)cc2)c1
    6, -1, 5, -8, -55, -18, -2, 8
C=CCNC(=O)c1nn2cccnc2c1Cl
    4, -5, 9, -3, -5, 2, 1, 2
C=CCN(CC=C)c1nc2ccccc2nc1C(C#N)C(=O)OC(C)C (stereo unspecified)
    37, 11, 6, -20, -7, -3, -11, 3
Cc1noc(C)c1CSc1nnc2scc(-c3ccccc3)n12
    11, -3, 1, 8, 0, 3, 21, -3
Cc1ccc(NC(=O)Nc2ccnc(-c3cccnc3)n2)cc1
    4, -2, -5, 2, -22, 11, -3, 1
COc1ccc(/C=N/Nc2cc(C)nc(NS(=O)(=O)c3ccc(C)cc3)n2)cc1
    -9, -19, 2, -6, -1, -12, -28, -1
COc1cc(CNC2CCCC2)cc(Br)c1OCC(=O)Nc1ccccc1C
    0, -1, -3, 7, 8, -3, -5, -4
CC1CC(C)CN(C(=O)CN2C(=O)NC3(CCCCCCC3)C2=O)C1 (stereo unspecified)
    -4, 0, 3, -2, -20, -3, 0, -3
Cc1nnc(SCC(=O)Nc2nccs2)n(N)c1=O
    0, -4, -5, -6, 5, 1, 0, 0
COc1ccc(NC(=O)c2cc(C)nn2-c2ccccc2)cc1
    8, -7, -5, -6, -4, -6, 13, -1
CN(Cc1ccccc1)C(=O)CN1C(=O)NC(C)(c2ccc(C(C)(C)C)cc2)C1=O (stereo unspecified)
    0, -7, 9, -14, 22, 2, -3, 1
CC(C)(C)NC(=O)CN1CCC(O)(c2ccccc2)CC1
    1, -1, -7, -1, 0, 2, 18, -1
S=C(NCc1ccco1)N1CCN(c2nc(-c3ccc(Cl)cc3)cs2)CC1
    14, -3, 2, 2, 23, 39, -10, -1
Cc1cc([N+](=O)[O-])c(C)cc1-c1ccc(/C=N/NC(=O)c2cccnc2)o1
    7, -16, -3, -67, -4, 11, -47, 2
COc1cccc(NC(=O)CSc2nnc(Cn3c(=O)sc4ccccc43)n2C)c1
    13, -5, 3, 6, -11, 2, 5, -2
CN(C)c1nc2c(c(=O)[nH]c(=O)n2C)n1Cc1ccc(F)cc1
    11, -8, -4, 2, 3, -7, -12, 1
CCOCCCN(C(=O)CCC(=O)Nc1cc(C)on1)C(C(=O)NC(C)(C)CC)c1cccc(OC)c1OC (stereo unspecified)
    0, 2, -11, -4, 9, -12, 8, 1
COC(=O)c1cccc(C23CC4(C2)[C@H](CN(C)[C@@H]4c2ccccc2)C3c2ccccc2)c1 (stereo partly specified)
    25, -1, 13, 26, -6, 17, 25, 1
CCN(CC)CCN1C(=O)c2ccccc2NC1c1cc(OC)c(OC)c(OC)c1 (stereo unspecified)
    -6, -11, 0, 4, 5, -11, 24, -3

The list goes on, starting with the last 2 of the part before.
Values run as follows: CCR6 antag, ATG4B inh, CXCR6 block, UBC13 polyUb, Gli-Sufu antag, EBI2 antag, APJ antagonist, APJ agonist
COC(=O)c1cccc(C23CC4(C2)[C@H](CN(C)[C@@H]4c2ccccc2)C3c2ccccc2)c1 (stereo partly specified)
    25, -1, 13, 26, -6, 17, 25, 1
CCN(CC)CCN1C(=O)c2ccccc2NC1c1cc(OC)c(OC)c(OC)c1 (stereo unspecified)
    -6, -11, 0, 4, 5, -11, 24, -3
COc1ccc(NC(=O)CN2C(=O)NC(CC(C)C)C2=O)cc1S(=O)(=O)N1CCOCC1 (stereo unspecified)
    0, -36, 0, -6, -7, -6, 19, -4
CC1CC(C)CN(C(=O)C(NS(=O)(=O)c2ccc3c(c2)oc(=O)n3C)C(C)C)C1 (stereo unspecified)
    -1, -2, 1, -9, 11, -3, 16, 1
CS(=O)(=O)N(CC(=O)NCCSCc1ccccc1)c1ccccc1Cl
    7, -1, -1, 4, 1, -9, 2, 0
CCOC(=O)C1(CC2CCCCO2)CCN(Cc2cc3ccccc3[nH]2)CC1 (stereo unspecified)
    9, 25, -7, 1, 59*, 22, 1, 0
C#CCOc1c(Cl)cc(/C=C2/C(=O)ON=C2C)cc1OCC
    6, 6, -7, -7, -1, 2, 4, -1
c1ccc(-c2noc(-c3ccno3)n2)nc1
    6, -2, 3, -2, 0, -8, -4, -4
Cc1ccccc1-n1c(C)nnc1SCC(=O)NCC1CCCO1 (stereo unspecified)
    5, 1, -3, -4, 0, 1, -6, 3
Cc1cccc(C(=O)Nc2nc(C)c(C(=O)Nc3ccc4c(c3)CCC4)s2)c1
    18, 6, 5, -4, -31, -5, -18, -2
Cn1c(N)c(C(=O)COC(=O)c2cc(-c3ccccc3)nc3ccccc23)c(=O)n(Cc2ccccc2)c1=O
    3, -5, 1, -9, -4, 2, 18, 5
Cc1[nH]nc(N=CC2=C(O)CC(c3ccco3)CC2=O)c1-c1ccccc1 (stereo unspecified)
    9&24, -8&16, 2&13, -3, -1&10, -2&17, -2, -4
C=CCn1c(O)c(CN2CCN(Cc3ccccc3)CC2)c(C)c(C#N)c1=O
    -6, -7, -5, -1, 2, -5, -25, -2
COCCN(C(=O)COC(=O)C(c1ccccc1)c1ccccc1)c1c(N)n(Cc2ccccc2)c(=O)[nH]c1=O
    7, -10, 3, -6, 8, 0, 3, -7
COc1ccc(Cn2c(O)c(C=Nc3ccccc3)c3ccccc3c2=O)cc1
    21, -2, 9, 2, 19, 7, -10, -1
Nc1nc(F)nc2c1ncn2[C@@H]1O[C@H](CO)[C@@H](O)[C@H]1O
    -13, -1, -12, 8, 71*, -12, -5, 2
CCOc1ccc(Cl)cc1CSc1ncn[nH]1
    9, 5, -5, 7, -8, 0, -1, 0
CCN(CC)S(=O)(=O)c1ccc(C(=O)/C=C/c2ccc(-c3ccc([N+](=O)[O-])cc3)o2)cc1
    7, -1, 9, -14, 2, 0, -40, -1
CCN(C(=O)COC(=O)c1ccc(C)c(S(=O)(=O)N2CCCCC2)c1)C1CCS(=O)(=O)C1 (stereo unspecified)
    7, -4, 0, 1, -6, -3, 24, -1
Cc1ccc(S(=O)(=O)NC(=O)N2CCCC(C)(C)C2)cc1
    -3, -4, 0, -2, 3, -2, -11, 1
COc1ccc(C=C(c2ccc(OC)cc2)c2ccc(OC)cc2)cc1
    28, 2, 5, 0, -74, 22, -20, -3
CSc1ccccc1NC(=O)COc1ccc2c(c1)OCO2
    11, 0, -2, 28, -34, 5, 2, -2
CC(=O)c1sc(NC(=O)C2CSC3(C)CCC(=O)N23)nc1-c1ccccc1 (stereo unspecified)
    14, -12, -6, -2, 1, -37, 18, 5
Cn1nc(C(C)(C)C)cc1C(=O)O
    -2, -2, 6, -4, -2, 6, -3, -3
CCOC(=O)C1CCN(C(=O)CCCCn2c(=O)[nH]c3ccccc3c2=O)CC1
    7, -3, -1, 5, 9, 6, 10, 0
CCN1CCN(C(=O)c2ccc3c(c2)c(C)c(C)n3Cc2ccccc2)CC1
    13, -1, 0, 0, 3, -12, 7, 0
CC1(C)C2CCC1(C(=O)O)c1nc3ccccc3nc12 (stereo unspecified)
    -3, -7, -1, -1, -4, -9, 6, -4
COCCNC(=S)NCc1ccc2[nH]c3c(c2c1)CCCC3
    9, -9, 4, 3, 92*, -2, -9, 2
COc1cccc(CNc2ccc(S(N)(=O)=O)cc2)c1OCc1ccccc1F
    -1, -6, -12, 6, 8, -1, 10, 2
CCOC(=O)C1C(=O)C=C(c2cccs2)CC1c1ccccc1C (stereo unspecified)
    13, 21, 7, 0, 37, 11, -1, -7
O=C(NCCN1CCOCC1)NC1(C(F)(F)F)Oc2ccc(Cl)cc2O1 (stereo unspecified)
    13, 4, 5, ., 35, -11, ., .
CC(C)c1onc(C(=O)Nc2cccc(Cl)c2)c1[N+](=O)[O-]
    -3, 12, -6, -21, -10, -8, -24, 4
CCC/C(O)=C1\C(=O)CC(C)(C)CC1=Nc1ccc(OC)cc1
    4, 1, 8, -8, -3, -3, 11, 2
O=C(Nc1ccc(-c2nc3ccccc3o2)cc1)C1CCCO1 (stereo unspecified)
    -11, -7, 3, 6, -77, 0, -1, 0
CCOc1cc(C)c(S(=O)(=O)N2CCCCC2)cc1C
    10, -1, -10, 0, 7, 15, 14, -4

Copied from the results shown for reference:
Values run as follows: CCR6 antag, ATG4B inh, CXCR6 block, UBC13 polyUb, Gli-Sufu antag, EBI2 antag, APJ antagonist, APJ agonist
Cn1nc(C(C)(C)C)cc1C(=O)O
    -2, -2, 6, -4, -2, 6, -3, -3
CCOC(=O)C1CCN(C(=O)CCCCn2c(=O)[nH]c3ccccc3c2=O)CC1
    7, -3, -1, 5, 9, 6, 10, 0
CCN1CCN(C(=O)c2ccc3c(c2)c(C)c(C)n3Cc2ccccc2)CC1
    13, -1, 0, 0, 3, -12, 7, 0
CC1(C)C2CCC1(C(=O)O)c1nc3ccccc3nc12 (stereo unspecified)
    -3, -7, -1, -1, -4, -9, 6, -4
COCCNC(=S)NCc1ccc2[nH]c3c(c2c1)CCCC3
    9, -9, 4, 3, 92*, -2, -9, 2
COc1cccc(CNc2ccc(S(N)(=O)=O)cc2)c1OCc1ccccc1F
    -1, -6, -12, 6, 8, -1, 10, 2
CCOC(=O)C1C(=O)C=C(c2cccs2)CC1c1ccccc1C (stereo unspecified)
    13, 21, 7, 0, 37, 11, -1, -7
O=C(NCCN1CCOCC1)NC1(C(F)(F)F)Oc2ccc(Cl)cc2O1 (stereo unspecified)
    13, 4, 5, ., 35, -11, ., .
CC(C)c1onc(C(=O)Nc2cccc(Cl)c2)c1[N+](=O)[O-]
    -3, 12, -6, -21, -10, -8, -24, 4
CCC/C(O)=C1\C(=O)CC(C)(C)CC1=Nc1ccc(OC)cc1
    4, 1, 8, -8, -3, -3, 11, 2
O=C(Nc1ccc(-c2nc3ccccc3o2)cc1)C1CCCO1 (stereo unspecified)
    -11, -7, 3, 6, -77, 0, -1, 0
CCOc1cc(C)c(S(=O)(=O)N2CCCCC2)cc1C
    10, -1, -10, 0, 7, 15, 14, -4
